Runt-CBFb FRET: blocks binding of human RUNX1 Runt domain to CBFb. Cerulean-Runt/Venus-CBFb FRET ratio 530/480, 1 h. AID 1496. Q01196+Q13951. 220,000 tested, 0.46% active. inhibition, % at 20 µM;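 active means inhibition over about 50% at 20 µM in the single-dose screen, limit read from the data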;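 further: 0% = DMSO wells and 100% = excess unlabeled CBFb competitor control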
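Measured by: fluorescence energy transfer, 422 nm excitation, 530/480 nm emission; test system: Cerulean-tagged RUNX1 Runt domain (FRET donor) fusion protein; buffer or medium: Tris pH 7.5 buffer with BSA; compound: one dose, 20 µM compound, 1% DMSO; times: two 1 h room-temperature incubations shielded from light; benchmarks: unlabeled CBFb 5 µM, positive control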
RBBP9 inh: human RBBP9 hydrolase inhibition; recombinant RBBP9, FP-Rh probe fluorescence polarization; 220,000 tested, 0.2% active; AID 1515; O75884; inhibition, % at 7.94 µM;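 active means inhibition above the campaign mean of all tested compounds plus 3 SD, cut at about 14% in these data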;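 further: plate controls were DMSO wells with RBBP9 for no effect and wells lacking RBBP9 protein for full effect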
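Controls: DMSO-treated enzyme wells and wells lacking RBBP9 | Material: RBBP9 protein | Technique: Fluorescence polarization | Replication: Single well per compound, no replicates | Buffer or medium: Tris-NaCl-Pluronic buffer, pH 8.0 | Timing: 30 min compound preincubation, 45 min probe labeling, 25 °C | Read-out basis: Percent inhibition from mP, scaled between DMSO and no-protein wells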
EP2 modulator: modulates human prostaglandin E2 receptor EP2 signaling; 260,000 tested, 0.83% active; induction, % at 25 µM; P43116; EP2-expressing cells, cAMP HTRF FRET, PGE2 co-stimulation;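 active means compounds whose cAMP rise, as percent of the full-agonist control response, exceeds 60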;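 further: rat C6 glioma line stably carrying human EP2 under a CMV promoter; the protocol text gives 20 µM as final concentration; 100% = response of wells given 1 µM PGE2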
Hck-Nef inh: blocks Nef-activated human Hck kinase; 220,000 tested, 0.68% active; inhibition, % at 20 µM; Recombinant Hck-YEEI plus Nef, Z-Lyte FRET kinase assay; P08631;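 active means Hck-Nef kinase inhibition above about 50%, limit read from the data; inactive means inhibition below that limit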;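 further: 0% = DMSO with Hck plus Nef and 100% = Hck alone without Nef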
Runt-SMMHC FRET: Runt domain-CBFb-SMMHC interaction inhibition; Q01196+Q13951; Cerulean-Runt/Venus-CBFb-SMMHC FRET ratio 530/480, 1 h; inhibition, % at 20 µM; 220,000 tested, 0.74% active;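 active means mean inhibition across duplicate retests at 20 µM reaching about 50%, limit read from the data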;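 further: 0% = DMSO wells and 100% = wells with excess untagged CBFb-SMMHC; inhibitors lower the FRET ratio by blocking Runt binding to CBFb-SMMHC; some results filed as inactive read as strong as hits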
PGE2 EP2 inh: blocks the human prostaglandin E2 receptor EP2; P43116; C6 glioma cells expressing human EP2, cAMP TR-FRET; cells stimulated with saturating PGE2; inhibition, % at 25 µM; 260,000 tested, 0.52% active;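 active means percent inhibition above 40 after rounding to a whole number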;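 further: rat C6 glioma host cells with rolipram phosphodiesterase inhibitor present; the protocol text gives 20 µM as final concentration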
PERK inh: inhibitors of human PERK kinase | AID 1416 | CHO PERK-DD fusion, SEAP luminescence translation reporter | inhibition, % at 5.6 µM | 220,000 tested, 0.17% active;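 active means inhibition above the mean inhibition of all tested compounds plus 3 SD, set separately per screening campaign, cut at about 2.9% in these data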;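 further: PERK kinase domain activated by AP20187 dimerizer at 100 nM; 0% = DMSO with dimerizer and 100% = rapamycin at 8.4 µM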
Target sequence (Q9NZJ5 whole entry, looked up, the tested form may be a part): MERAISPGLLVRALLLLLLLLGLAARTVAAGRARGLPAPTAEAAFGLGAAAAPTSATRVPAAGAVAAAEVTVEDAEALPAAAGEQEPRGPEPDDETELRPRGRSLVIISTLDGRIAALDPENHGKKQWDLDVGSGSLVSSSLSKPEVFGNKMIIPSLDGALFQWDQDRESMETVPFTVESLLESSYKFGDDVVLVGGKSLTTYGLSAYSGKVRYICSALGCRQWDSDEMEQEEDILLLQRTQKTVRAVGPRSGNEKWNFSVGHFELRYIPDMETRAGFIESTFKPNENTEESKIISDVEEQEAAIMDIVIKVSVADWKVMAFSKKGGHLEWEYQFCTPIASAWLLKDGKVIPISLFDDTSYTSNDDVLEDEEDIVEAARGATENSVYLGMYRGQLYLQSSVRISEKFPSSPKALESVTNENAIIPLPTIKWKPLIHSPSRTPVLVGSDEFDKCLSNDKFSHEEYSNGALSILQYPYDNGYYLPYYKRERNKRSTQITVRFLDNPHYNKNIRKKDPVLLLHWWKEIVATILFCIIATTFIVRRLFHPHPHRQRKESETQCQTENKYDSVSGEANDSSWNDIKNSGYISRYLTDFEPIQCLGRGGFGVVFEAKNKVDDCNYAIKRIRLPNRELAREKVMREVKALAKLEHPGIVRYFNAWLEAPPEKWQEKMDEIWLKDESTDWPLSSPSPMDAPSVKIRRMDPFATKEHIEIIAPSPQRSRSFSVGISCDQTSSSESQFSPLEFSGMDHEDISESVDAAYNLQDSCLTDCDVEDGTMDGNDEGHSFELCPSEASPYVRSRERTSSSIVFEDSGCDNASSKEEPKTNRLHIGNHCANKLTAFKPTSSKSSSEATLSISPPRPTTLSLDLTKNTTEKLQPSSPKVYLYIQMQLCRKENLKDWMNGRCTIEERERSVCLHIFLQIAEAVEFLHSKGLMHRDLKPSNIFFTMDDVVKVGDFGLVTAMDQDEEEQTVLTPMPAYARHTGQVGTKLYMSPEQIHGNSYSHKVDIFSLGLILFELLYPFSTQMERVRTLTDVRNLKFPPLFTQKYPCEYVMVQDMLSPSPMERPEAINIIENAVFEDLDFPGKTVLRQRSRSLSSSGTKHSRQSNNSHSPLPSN
zVAD death inh: L929 zVAD cell death inhibition | 220,000 tested, 0.38% active | L929 zVAD necroptosis rescue, ATP luminescence, 24 h; with zVAD 60 µM | viability rescue, % at 10 µM;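 active means activation, scaled between plate controls, above about 75%, limit read from the data; inactive means activation under that limit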;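 further: 0% = zVAD with DMSO and 100% = DMSO alone without zVAD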
TNF necrop inh: TNF-alpha cell death inhibition in Jurkat FADD-/- cells. Jurkat FADD-/- TNF necroptosis rescue, ATP luminescence, 24 h; 0 = TNF only, 100 = no-TNF cells. activation (protection from cell death), % at 10 µM. 220,000 tested, 0.068% active. AID 463075;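 active means activation, meaning protection from cell death, of at least 50% relative to plate controls; inactive means activation below 50%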;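 further: necroptosis triggered by 40 ng/mL TNF-alpha added together with compound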
An asterisk follows results filed as active; / = no result given; & = joins results of further samples. Only part of the results is shown; rates above refer to the full screens.

nr	compound	Runt-CBFb FRET	RBBP9 inh	EP2 modulator	Hck-Nef inh	Runt-SMMHC FRET	PGE2 EP2 inh	PERK inh	zVAD death inh	TNF necrop inh
1	CCC(C)(C)NC(=S)Nc1ccc(-c2nc3ccc(C)cc3s2)cc1	3	1	-22	7	2	7	0.3	0.7	0.3
2	Cc1cc(N2C(=O)C=CC2=O)c([N+](=O)[O-])cc1C	53*	-6	-85	3	66	16	0.5	1.0	0.4
3	Fc1ccc(C2NC(=S)NC3=C2N2CCC3CC2)cc1 (stereo not given)	0	-6	19	1	-2	8	0.6	1.0	-0.5
4	Cc1ccccc1Cn1cc(NC(=O)CCCn2nc([N+](=O)[O-])cc2C)cn1	0	2	-26	19	0	8	-0.7	0.8	2.2
5	CC(=O)CCC(=O)NCCc1ccccc1F	1	-11	-1	3	-2	2	0.9	-0.1	2.6
6	C=CCc1ccc(OCCOCCOc2cccc3cccnc23)c(OC)c1	-6	-5	-105	3	-6	9	-0.4	1.6	2.6
7	O=C(NCc1ccc(F)cc1)C(Cc1ccccc1)n1cccc1 (stereo not given)	1	-8	25	13	0	8	0.0	-0.4	1.7
8	Cc1cc(N(C)C)nc(SC(C)C)n1	2	1	12	-1	-2	15	0.4	0.5	-4.1
9	Cc1cc(C)c(CSc2ncnc3nc[nH]c23)c(C)c1	/	-7	14	22	/	8	0.2	2.4	-2.2
10	O=C(NCC1CCCO1)C(C(=O)c1ccccc1)n1cc(Cl)ccc1=O (stereo not given)	-2	-6	27	6	2	0	0.8	0.4	-0.3
11	CCOc1ccc(Br)cc1CC(=O)O	/	-2	25	0	/	19	0.5	0.0	-1.0
12	COCc1[nH]nc2c1C(c1c(F)cccc1Cl)C(C#N)=C(N)O2 (stereo not given)	1	-13	16	4	-5	7	0.4	0.3	-0.6
13	Cc1cccc(C(C)C)c1NC(=O)c1ccc(CN(c2ccccc2)S(=O)(=O)c2ccccc2)cc1	1	1	16	1	-2	8	-0.1	-0.6	1.1
14	CCN(CC)CCNC(=O)c1sc2ncn(CC(=O)Nc3ccc(C)c(Cl)c3)c(=O)c2c1C	2	-8	-40	32	2	7	-0.1	69	-1.0
15	Cc1c(Cl)cccc1NC(=O)CC1Sc2ccccc2NC1=O (stereo not given)	-2	-10	-50	6	0	3	0.3	0.5	-0.4
16	CCOc1ccc(C2C(C(=O)c3ccco3)=C(O)C(=O)N2CCCn2ccnc2)cc1 (stereo not given)	1	-9	14	1	61	5	-1.2	0.0	-1.8
17	COc1ccc(-n2c(SCC(N)=O)nnc2-c2ccccc2F)cc1	1	6	5	1	-3	4	1.5	-1.0	-1.3
18	CN(CC(=O)Nc1ccncc1)S(=O)(=O)c1ccc(Br)cc1	2	-3	-15	-16	3	7	-0.6	0.6	-1.2
19	Cc1ccc(NC(=O)/C(C#N)=C/c2cccs2)c(C)c1	-2	-7	-9	1	-3	6	0.9	-0.2	-0.6
20	O=C1Nc2c(c(=O)[nH]c(=O)n2-c2ccccc2F)C(C(F)(F)F)(C(F)(F)F)N1	-2	6	38	6	2	8	0.6	0.0	-0.4
21	c1coc(CNC2CCCCC2)c1	1	-6	-24&12	13	-6	10&14	0.4	1.0	-0.5
22	Cc1ccc(Cn2cc(SCC(=O)Nc3nccs3)c3ccccc32)cc1	0	-1	15	-1	-6	10	0.5	-0.3	0.9
23	O=C(c1ccc(F)cc1)N1C2CCC1CC(O)(c1ccc(F)cc1)C2 (stereo not given)	-3	-3	-13	2	-9	7	0.6	0.5	-0.4
24	O=C(NCc1ccc(F)cc1)C(=O)NCC1OCCN1S(=O)(=O)c1cccs1 (stereo not given)	-1	-7	22	0	0	12	-0.2	5.8	9.0
25	O=C(CSc1nnc(-c2ccc(Cl)cc2)n1-c1ccc(Cl)cc1)N/N=C/c1ccco1	1	-9	-1	4	-1	5	-0.2	0.2	0.3
26	CCC1(C)Cc2c(C#N)c(N)n(-c3ccccc3)c(=S)c2CO1 (stereo not given)	8	-5	-7	14	11	8	0.7	-0.8	0.5
27	COc1cccc(NC(=O)c2cccnc2)c1	0	-7	5	1	2	9	1.2	1.1	-1.1
28	FC(F)Sc1ccc(NC(=S)NC2CCCC2)cc1	-5	-8	-67	14	-2	8	0.4	2.4	-6.9
29	COc1ccc2[nH]c(C)c(C(=O)CN3CCN(C/C=C/c4ccccc4)CC3)c2c1	-3	-8	-33	-5	-1	11	-1.3	0.8	-3.0
30	CCOc1ccccc1NC(=O)NCc1ccc(F)cc1	1	-8	-17	-5	0	9	1.2	0.6	0.0
31	CN1CCC2(CC1)N=C(c1ccc(F)cc1)C(=S)N2C(=O)c1ccccc1	5	-6	0	1	-3	6	0.2	0.7	-0.2
32	O=C(c1ccc(OC2CCN(Cc3ccccn3)CC2)cc1)N1CCCCCC1	0	3	10	15	1	6	-0.8	0.4	0.7
33	O=C(c1ccc(=O)oc1)N1CCCc2ccccc21	6	-5	5	5	9	14	1.1	-0.3	-2.7
34	Cc1cccc(N2CCN(Cc3cnc(Cl)s3)CC2C)c1 (stereo not given)	-1	2	18	20	-2	4	0.0	-0.5	0.2
35	COc1ccc(N2CCn3c2nc2c3c(=O)n(CCCc3ccccc3)c(=O)n2C)c(OC)c1	-2	7	-9	0	-4	6	-0.6	2.2	-8.2
36	CCOC(=O)N1CCN(S(=O)(=O)c2ccc3c(c2)oc(=O)n3C)CC1	-2	8	-6	4	-5	6	1.2	-1.0	-1.0
37	Cc1ccc(Cl)cc1N1CCN(C(=O)C2CCN(S(=O)(=O)c3c(C)nn(C)c3C)CC2)CC1	-12	-9	-42	0	44	/	-1.1	1.0	-10
38	CNC(=S)Nc1cc(OC)ccc1OC	1	-8	-13	0	-2	-1	1.5	0.0	-4.3
39	CCCN(CCC)S(=O)(=O)c1ccc(Cl)c(OC)c1	-3	-5	33	-4	-3	7	-0.3	-0.8	-0.6
40	N#CC1=C(N)N=C(SCc2cccc3ccccc23)C(C(N)=O)C12CCCCC2 (stereo not given)	-1	2	-46	10	-1	9	0.3	-0.5	-5.3
41	CCOC(=O)C(C)/C(C)=N/NC(=O)CCC(=O)Nc1cc(C)ccc1C (stereo not given)	0	-2	12	19	1	4	0.6	0.1	-0.6
42	Cn1cc(C(=O)NCc2cccnc2)c(=O)c2cc(S(=O)(=O)N3CCCCCC3)ccc21	-1	-1	9	22	0	6	0.8	0.5	-0.2
43	COCCNC(=O)Cn1nc(C(F)(F)F)cc1C	0	5	11	-2	-2	19	0.0	0.2	-0.4
44	Cc1ccc(NC(=O)C(C)S)cc1 (stereo not given)	3	3	5	19	2	5	2.2	1.0	1.7
45	N#C/C(C(=O)NCc1ccco1)=C1/SC(Cc2ccc(Cl)cc2)C(=O)N1c1ccccc1 (stereo not given)	6	-11	13	10	9	10	-0.8	-0.5	-1.9
46	NC(=O)c1ccc(NC(=O)COC(=O)CCc2ccc(S(=O)(=O)N3CCCCC3)cc2)cc1	-2	2	-21	22	-1	6	0.8	1.3	0.7
47	Nc1cc(=O)[nH]c(SCC(=O)Nc2nnc(-c3ccccc3)s2)n1	2	-5	33	30	-3	7	0.0	3.7	0.6
48	CCOC(=O)CNC(=O)c1sc2nc(C)cc(C)c2c1N	1	-6	9	4	2	20	1.4	-0.2	-2.5
49	Cc1ccc(Cn2c(-c3nonc3N)nc3ccccc32)cc1	0	-5	43	1	5	9	-0.7	0.1	2.7
50	CCNc1nc(OC)nc(Oc2ccc(=O)n(-c3ccccc3)n2)n1	-1	-10	-13&-37	0	1	16&5	-0.3	-0.4	-1.4

Next section.
nr	compound	Runt-CBFb FRET	RBBP9 inh	EP2 modulator	Hck-Nef inh	Runt-SMMHC FRET	PGE2 EP2 inh	PERK inh	zVAD death inh	TNF necrop inh
51	COc1ccc2[nH]cc(C(=O)N3CCCCC3)c(=O)c2c1	-2	-5	28	0	-2	7	1.6	0.1	-1.2
52	O=C(O)COc1ccc(/C=N/O)cc1Br	1	-2	-32	8	-1	3	-0.4	1.2	1.4
53	Cc1ccccc1OCC(=O)N/N=C/c1cccn1C	1	-7	-42	-1	6	16	0.0	-0.1	-1.2
54	CC(C)(C)c1nc2cc(Cl)c([N+](=O)[O-])cc2o1	-1	-6	3	18	0	11	1.0	0.6	0.3
55	Cc1ccc2c(c1)N(CCCC(=O)NCc1cccnc1)C(=O)CO2	-1	-9	-17	-3	1	4	-0.2	/	0.1
56	Cc1ccc(NC(=O)CCc2c(C)nc3ncnn3c2C)nc1	-3	-5	16	3	0	5	0.9	0.3	-1.4
57	CCOC(=O)C1CCCN(c2c(NCCN(CC)c3ccccc3)c(=O)c2=O)C1 (stereo not given)	-2	-4	-3	17	2	14	-0.9	-0.8	-0.2
58	CCOC(=O)c1ccc(N2C(=O)C(C)=C(C)C2=O)cc1	-2	-7	14	4	1	17	-0.1	0.3	-1.2
59	CCC(C)n1c(SCC(=O)Nc2cc(C)on2)nc2ccccc2c1=O (stereo not given)	0	-2	-13	-1	-3	8	0.4	-0.3	-7.8
60	COc1cccc(C2=NOC(C(=O)NC3CCCCC3)C2)c1 (stereo not given)	0	-6	-42	5	-6	5	-0.8	0.1	-0.4
61	Cc1cccc(NC(=S)NC2CC3CCCC(C2)N3Cc2ccco2)c1 (stereo not given)	2	0	-91	20	2	6	-0.4	-0.3	-7.0
62	CCOC(=O)Cc1csc(N(C)C)n1	6	-3	19	2	-2	7	-0.2	0.1	-0.3
63	COc1ccc(C2=CC(c3c(C)nn(-c4ccccc4)c3Cl)n3nnnc3N2)cc1OC (stereo not given)	31	-7	-48	2	86*	11	-1.0	1.1	-9.8
64	CCOc1ccccc1NC(=O)c1cc(CC(C)C)oc1C	-2	-6	53	-1	3	8	1.4	0.1	-0.2
65	COc1ccc(-c2nnc3ccc(SCc4ccccc4)nn23)cc1	-2	-4	-22	-2	-5	5	0.0	-1.0	-1.8
66	O=C(N/N=C/c1ccc(N2CCOCC2)cc1)c1ccc(NS(=O)(=O)c2cccs2)cc1	1	3	-3	28	-6	6	0.5	25	1.3
67	CCCNC(=O)NC(=O)COC(=O)c1ccc(S(=O)(=O)N(C)c2ccccc2OC)cc1	-1	-1	-39	4	0	11	0.2	3.8	-2.9
68	CN(C)CCNc1nc2sc3c(c2c(=O)n1-c1ccccc1)CCCCC3	-1	-6	-29	16	1	10	-1.5	1.4	-4.3
69	CC1CN(CC(O)COCc2ccc3c(c2)OCO3)CC(C)O1 (stereo not given)	0	-1	22	5	4	8	0.1	-0.4	-0.6
70	Cc1cccnc1NC(=O)c1csnn1	-1	0	3	9	-1	7	-0.1	-0.3	2.0

Compound activity: PubChem BioAssay, several laboratories
